Source: PubChem BioAssay
TRHR PAM: qHTS for Small Molecule Agonists and Allosteric Enhancers of Human TRH Receptor: Primary Screen for Enhancers; Thyrotropin-releasing hormone receptor (Homo sapiens), P34981; TRHR cells, fluo-8 calcium fluorescence, EC20 TRH enhancement; enhancement, % at 2 µM; 360,000 tested, 0.66% active; AID 493056, 2011; in the data active = enhancement above about 30%; also: 0% is about no effect
Target sequence (P34981 whole entry, looked up): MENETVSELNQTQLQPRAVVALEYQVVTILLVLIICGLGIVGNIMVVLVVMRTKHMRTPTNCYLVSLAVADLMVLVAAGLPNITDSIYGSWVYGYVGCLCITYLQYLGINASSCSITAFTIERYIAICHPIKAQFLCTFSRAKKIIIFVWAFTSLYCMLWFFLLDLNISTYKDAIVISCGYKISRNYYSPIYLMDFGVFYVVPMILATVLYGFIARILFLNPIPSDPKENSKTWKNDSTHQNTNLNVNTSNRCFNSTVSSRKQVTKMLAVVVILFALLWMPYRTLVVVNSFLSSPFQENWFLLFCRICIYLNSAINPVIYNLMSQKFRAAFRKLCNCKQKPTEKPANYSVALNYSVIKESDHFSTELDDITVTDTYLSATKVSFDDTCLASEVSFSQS
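Enhancer read-out: after compound pinning and an initial kinetic agonist-mode read, an EC20 of TRH (10 nM final) was injected and fluo-8 calcium signal (Ex 480/Em 530) followed at 1 s/cycle for 100 cycles in TRHR-expressing cells.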
rTrxR1 inhibitor: qHTS Assay for Inhibitors of Mammalian Selenoprotein Thioredoxin Reductase 1 (TrxR1): qHTS | Thioredoxin reductase 1, cytoplasmic (Rattus norvegicus), O89049 | recombinant rTrxR1, NADPH fluorescence consumption, selenite substrate | Potency, µM (titrated, usually from 114 µM), for inactives: top-dose activity change, negative = inhibition, most hits filed as inhibitors | 390,000 tested, 1% active; also: potency is read from the fitted curve at half-maximal effect; % is scaled to controls: 0 for no effect and ±100 for the full control effect; nearly all actives have a fitted effect of over 65% in size
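Rat TrxR1 (90 nM in the dispensed reagent) was pre-reduced with 400 uM NADPH for 5 min at room temperature, then incubated with compound for 15 min. After 400 uM selenite was added, NADPH fluorescence (Ex 340/Em 450 nm) was followed for 8 min.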
TrxR1 substrate: qHTS Assay for Substrates of Mammalian Selenoprotein Thioredoxin Reductase 1 (TrxR1): qHTS; Potency, µM (doses to about 114 µM), for inactives: top-dose activity change, negative = substrate turnover; purified TrxR1 substrate turnover, NADPH consumption readout; 390,000 tested, 0.01% active; also: potency is read from the fitted curve at half-maximal effect; % is scaled to controls: 0 for no effect and ±100 for the full control effect; nearly all actives have a fitted effect of over 50% in size
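Rat TrxR1, dispensed at 90 nM, was prereduced with 400 uM NADPH (final) for 5 min at ~22 deg C, then incubated with compound 15 min before 400 uM selenite. A first-read NADPH fluorescence drop versus no-compound background flagged substrates.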
TRHR agonist: qHTS for Small Molecule Agonists and Allosteric Enhancers of Human TRH Receptor: Primary Screen for Agonists. TRHR cells, calcium flux fluo-8, FDSS agonist mode. 360,000 tested, 0.18% active. AID 493084, 2011. Thyrotropin-releasing hormone receptor (Homo sapiens), P34981. activation, % at 2 µM; in the data active = activation above about 30%; also: 0% is about no effect
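Steps: seed TRHR cells overnight; add fluo-8 no-wash Ca dye, RT 30 min–1.5 h; record 10 s baseline; pin-transfer compounds; monitor fluorescence 1 cycle/s for the agonist window. Calcium increases flag candidate agonists.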
USP1 inh: Inhibitors of USP1/UAF1: Primary Screen; Ubiquitin carboxyl-terminal hydrolase 1 (Homo sapiens), O94782; recombinant USP1/UAF1, Ub-Rhodamine cleavage fluorescence; AID 743255, 2014; Potency, µM (series often up to 57.1 µM), for the others: at the highest dose activity change, negative = inhibition, actives largely listed as inhibitors; 390,000 tested, 0.23% active; also: potency is read from the fitted curve at half-maximal effect; % is scaled to controls: 0 for no effect and ±100 for the full control effect; nearly all actives have a fitted effect of over 60% in size; inactives centre near -12
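Step one: compound is pinned into 1nM USP1/UAF1 in HEPES pH 7.8 buffer with TCEP. Step two: 15 min room-temperature incubation. Step three: Ub-Rho (150nM final) starts cleavage, tracked by fluorescence over six one-minute reads.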
IDH1 R132H inh: qHTS for Inhibitors of mutant isocitrate dehydrogenase 1 (IDH1): qHTS. IDH1-R132H enzyme, NADPH consumption, diaphorase/resazurin fluorescence. Potency, µM (series often up to 76.6 µM), inactives show at the top dose activity change, negative = inhibition, most hits filed as inhibitors. 390,000 tested, 0.093% active. AID 602179, 2012; also: potency is read from the fitted curve at half-maximal effect; % is scaled to controls: 0 for no effect and ±100 for the full control effect; nearly all actives have a fitted effect of over 65% in size
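IDH1-R132H (0.5 ug/mL dispensed) in pH 7.5 Tris buffer was preincubated 30 min with compound, then given a substrate mix of 0.016 mM NADPH and 2 mM alpha-KG for 80 min at room temperature; remaining NADPH was read by diaphorase/resazurin fluorescence.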
D2 ag: HTS Assay for Allosteric Agonists of the Human D2 Dopamine Receptor: Primary Screen for Agonists. 340,000 tested, 0.53% active. HEK293 T-REx D2 cells, calcium flux agonist mode. AID 485358, 2010. activation, % at 2 µM. D(2) dopamine receptor (Homo sapiens), P14416;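 active = activation over 3 SD above normal in the single-dose calcium agonist read, cut at about 30% in these data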; also: 0% is about no effect
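Calcium-flux readout, 1 cycle/sec over 180 s following compound pin transfer, in inducible HEK293 Trex D2 cells (force-coupled); dopamine controls included. Positive calcium responses during this window marked compounds as potential agonists.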
PI4K2A inh: qHTS for small molecular inhibitors of PI4K2A; activity change, negative = inhibition, % at 76.9 µM; purified PI4K2A, ADP-Glo luminescence, 1 h; active compounds read low; AID 1346378, 2018; Phosphatidylinositol 4-kinase type 2-alpha (Homo sapiens), Q9BTU6; 420,000 tested, 0.13% active; in the data active = activity change below about -50%; inconclusive = mostly about -30% to -49%;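 also: -100% = wells without enzyme as full effect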
Target sequence (Q9BTU6 whole entry, looked up): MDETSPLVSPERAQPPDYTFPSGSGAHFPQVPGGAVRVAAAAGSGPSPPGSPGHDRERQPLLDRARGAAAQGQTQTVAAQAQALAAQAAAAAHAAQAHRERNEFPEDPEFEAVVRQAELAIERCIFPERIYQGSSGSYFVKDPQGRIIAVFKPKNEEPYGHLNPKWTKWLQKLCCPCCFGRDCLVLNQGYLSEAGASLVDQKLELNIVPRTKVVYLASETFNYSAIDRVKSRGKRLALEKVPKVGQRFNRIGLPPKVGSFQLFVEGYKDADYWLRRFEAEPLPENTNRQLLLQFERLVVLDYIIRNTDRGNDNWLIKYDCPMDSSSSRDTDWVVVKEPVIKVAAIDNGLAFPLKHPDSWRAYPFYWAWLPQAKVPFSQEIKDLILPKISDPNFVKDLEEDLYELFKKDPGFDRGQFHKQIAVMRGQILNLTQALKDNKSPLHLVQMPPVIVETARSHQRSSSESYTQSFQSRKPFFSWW
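In this quantitative HTS, ADP production by PI4K2A was quantified luminescently after 1 h at ambient temperature; 100 microM adenosine served as plate-quality control.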
D2 antag: HTS Assay for Allosteric Antagonists of the Human D2 Dopamine Receptor: Primary Screen for Antagonists. D(2) dopamine receptor (Homo sapiens), P14416. HEK293 TREx D2 cells, calcium flux, dopamine EC80. inhibition, % at 10 µM. 340,000 tested, 2% active; in the data active = inhibition above about 30%; also: 0% is about no effect
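Cells plated overnight at 30 C with tetracycline; no-wash calcium dye, 30–90 min RT; 10 s baseline; compound pinned; 180 s read; EC80 dopamine added; another 180 s read.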
An asterisk follows results filed as active; ? = inconclusive; · = not tested or not shown; & = joins results of further samples; [ ] = dose if it differs, or a comment. Unless noted, calls follow the shape of the dose curve; as a rule, active = well fitted inhibition curve with a large enough effect; inconclusive = small, poorly fitted or top-dose-only effect; inactive = no such curve, though single readings can be large or run the other way.

SMILES | TRHR PAM | rTrxR1 inhibitor | TrxR1 substrate | TRHR agonist | USP1 inh | IDH1 R132H inh | D2 ag | PI4K2A inh | D2 antag
O=C(Nc1ccc(C(=O)N2CCN(c3ccccc3F)CC2)cc1)C1=CSCCO1 | 2 | 2% | -11% | 0.2 | -14% | -5% | -0.8 | -5 | -5
CCc1sc2nc(SCC(=O)Nc3cc(C)on3)n(-c3cccc(OC)c3)c(=O)c2c1C | 12 | 10% | 7% | -0.6 | 3% | 1% | 0.6 | 1 | 7
CCS(=O)(=O)c1oc(-c2ccc(F)cc2)nc1S(=O)(=O)c1ccccc1 | 2 | 0.5µM* | 8% | -0.1 | ? | · | 11 | 39 | ·
CCOC(=O)c1c(C)[nH]c(C)c1S(=O)(=O)NCc1ccc(OCC)cc1 | 10 | 5% | -1% | 0.3 | -6% | -1% | 0.1 | 6 | -27
C/C(=N\NC(=O)C1(C)CC1(Br)Br)c1cccc(NC(=O)c2ccc(C)o2)c1 (stereo not given) | -4 | -10% | -9% | -0.1 | -25% | 8% | · | 5 | ·
CC(=O)N1CCc2cc(Br)cc(S(=O)(=O)N3CCC(C(=O)Nc4cccc(C)c4C)CC3)c21 | 9 | 8% | 4% | -0.8 | -1% | -8% | -0.6 | -1 | ·
COc1ccccc1NC(=O)C1CC(C(C)C)OC1=O (stereo not given) | · | 18%[57.1 µM] | 5%[57.1 µM] | · | -18% | 17% | · | 0 | ·
CCC(=O)Oc1ccc(-c2nc(-c3cccnc3)no2)cc1 | -1 | 1%[57.1 µM] | 1%[57.1 µM] | 1.3 | 5% | -4% | · | -55* | ·
CCOC(=O)c1cc2c(c(CCO)n1)[C@@H](CCO)N(S(=O)(=O)C(C)(C)C)C2 | · | 3% | 3% | · | -17% | -2% | · | -10 | ·
COc1ccc(N2CCN(C(=O)Cc3coc4cc(C)ccc34)CC2)cc1 | -4 | 17%[57.1 µM] | 2% | -0.6 | -19% | -2% | 0.4 | 2 | 6
CC1CCc2c(sc(NC(=O)CCCOc3ccccc3)c2C(N)=O)C1 (stereo not given) | 1 | 7% | 12% | -0.6 | -30% | -3% | -1.0 | 0 | ·
CC(C)(C)NCC(O)COc1cccc2[nH]c(=O)[nH]c12 (stereo not given) | · | -3%[57.1 µM] | 2%[57.1 µM] | · | ? | 0% | · | -1&5 | ·
CCC(Sc1nc(C)cc(C)n1)C(=O)Nc1ccc(S(N)(=O)=O)cc1 (stereo not given) | 1 | 4% | -5% | -0.2 | -18% | 6% | 1.0 | 3 | 2
CCCn1c(SCC(=O)NC(=O)NC(C)(C)C)n[nH]c1=O | 3 | 9% | 1% | -0.5 | -18% | 10% | 0.3 | -3 | -6
Cc1nnc2nc(-c3ccccc3)nc(-c3ccccc3)n12 | -3 | 38%[0.0914 µM] | 20%[57.1 µM] | -0.1 | -3% | -3% | -1.3 | -1 | -4
COc1ccc(CCC(=O)NCC(=O)OCc2ccccc2)cc1 | -2 | 12% | 3% | -0.4 | -23% | 10% | -0.3 | 8 | -12
COc1ccc(OC)c(NC(=O)C2CCCN(S(=O)(=O)c3c(C)noc3C)C2)c1 (stereo not given) | 0 | 3% | -3% | -0.5 | -16% | 9% | -0.3 | 5 | 44*
Cc1ccc2nc(C(=O)N3CCc4c([nH]c5ccccc45)C3c3ccccn3)cn2c1 (stereo not given) | 2 | 6%[57.1 µM] | 0%[57.1 µM] | 1.1 | -10% | -2% | -0.3 | -2 | -10
COC(=O)C(C)n1cnc2c(nnn2-c2ccc(C)cc2)c1=O (stereo not given) | 4 | 30%[57.1 µM] | 20%[57.1 µM] | 0.3 | -11% | 3% | 0.1 | -2 | 16
C=C(C)C(=O)Nc1cccc(C2=NOC3(C2)C[C@@H](C(N)=O)N(C(=O)C(=C)C)C3)c1 (stereo not given in full) | 0 | -18%[57.1 µM] | -5%[57.1 µM] | -0.2 | 13% | -6% | 0.2 | -29 | 13

Ordered by formula weight (ascending): some entries from above
SMILES | TRHR PAM | rTrxR1 inhibitor | TrxR1 substrate | TRHR agonist | USP1 inh | IDH1 R132H inh | D2 ag | PI4K2A inh | D2 antag
COc1ccc(CCC(=O)NCC(=O)OCc2ccccc2)cc1 | -2 | 12% | 3% | -0.4 | -23% | 10% | -0.3 | 8 | -12
CCS(=O)(=O)c1oc(-c2ccc(F)cc2)nc1S(=O)(=O)c1ccccc1 | 2 | 0.5µM* | 8% | -0.1 | ? | · | 11 | 39 | ·
O=C(Nc1ccc(C(=O)N2CCN(c3ccccc3F)CC2)cc1)C1=CSCCO1 | 2 | 2% | -11% | 0.2 | -14% | -5% | -0.8 | -5 | -5

Only D2 antag and USP1 inh, for some of the entries so far:
Compound,D2 antag,USP1 inh
CCS(=O)(=O)c1oc(-c2ccc(F)cc2)nc1S(=O)(=O)c1ccccc1,·,?
CC1CCc2c(sc(NC(=O)CCCOc3ccccc3)c2C(N)=O)C1 (stereo not given),·,-30%

Additional compounds.
SMILES | TRHR PAM | rTrxR1 inhibitor | TrxR1 substrate | TRHR agonist | USP1 inh | IDH1 R132H inh | D2 ag | PI4K2A inh | D2 antag
CN(Cc1ccc(F)cc1)Cc1nc(CCc2ccccc2)no1 | -6 | 17%[57.1 µM] | -8% | -1.6 | -26% | 19% | -0.4 | -12 | 18
CC(=O)c1cc2c(cc1NC(=O)CN1CCC(Cc3ccccc3)CC1)OCO2 | -2 | 0%[57.1 µM] | -7% | 0.4 | -7% | -1% | 1.0 | -11 | 6
COc1ccc(S(=O)(=O)N2CCCCCC2)cc1NC(=O)c1c2c(nc3ccccc13)CCN(Cc1ccccc1)C2 | -9 | 1% | -2% | 3.8 | -22% | 4% | -0.9 | -5 | 7
O=C(COc1cccnc1[N+](=O)[O-])N1CCC(Cc2ccccc2)CC1 | · | 7% | -1% | · | ? | -1% | · | -7 | ·
Cc1cc(C)nc(-n2cc(C(=O)c3cc(F)ccc3O)cn2)n1 | -1 | 11%[57.1 µM] | -20%[57.1 µM] | -0.8 | -25% | 5% | -1.2 | -2 | -9
COc1cc(/C=C2/C(=O)NN(c3cccc(Cl)c3)C2=O)cc(Br)c1O | 1 | ? | -22% | 0.5 | 28µM* | 25% | 0.3 | -1 | -26
COc1cc2ccccc2cc1C(=O)Nc1ccc(Cl)c(-c2nc3ccccc3o2)c1 | -2 | 8% | 5% | 1.2 | -17% | 11% | 0.1 | -5 | ·
O=C1C(Cl)=C(Nc2ccc(F)cc2)C(=O)N1CCc1ccccc1 | 4 | 8%[57.1 µM] | 1%[57.1 µM] | 0.5 | 19% | 12% | -1.2 | -1 | 3
Cc1onc(-c2ccccc2Cl)c1C(=O)N(Cc1nc(-c2ccccc2)no1)C1CCCCC1 | 11 | -18%[2.29 µM] | -2%[2.29 µM] | -0.8 | -24% | -2% | · | -3 | ·
COc1cc(-c2nnc(COC(=O)CSCC(=O)Nc3cc(C)on3)o2)cc(OC)c1OC | 17 | 17% | 5% | 0.2 | -20% | 0% | -0.5 | 2 | 0
CN(C)/C=C(/C(=O)c1ccccc1Cl)S(=O)(=O)c1ccccc1 | · | -5% | 3% | · | -22% | 10% | · | 3 | ·
C=CC[C@@H](CC(=O)NCCO)C(=O)N[C@H](C)COC(=O)[C@@H](CC=C)CC(=O)OC(C)(C)C | · | 8% | -5% | · | -14% | 3% | · | -1 | ·
CCOC(=O)c1c(C)[nH]c(C(=O)CC(=O)OC)c1C | 1 | -11% | -3% | -0.1 | -7% | -7% | 1.3 | 3 | 0
O=C(N/N=C/c1ccc(F)cc1)c1ccc(Br)cc1 | 2 | 26% | 7% | -0.4 | -19% | 2% | 0.4 | -1 | -3
C=CCN(CC=C)C(=O)C(=O)c1ccn(-c2c(C)csc2C(=O)OC)c1 | 4 | 6% | -6% | -0.1 | 2% | -2% | -0.4 | -2 | -9

One compound at a time, as listed above.
`COC(=O)C(C)n1cnc2c(nnn2-c2ccc(C)cc2)c1=O` (stereo not given) in the list: TRHR PAM = 4; rTrxR1 inhibitor = 30%[57.1 µM]; TrxR1 substrate = 20%[57.1 µM]; TRHR agonist = 0.3; USP1 inh = -11%; IDH1 R132H inh = 3%; D2 ag = 0.1; PI4K2A inh = -2; D2 antag = 16
`C=CCN(CC=C)C(=O)C(=O)c1ccn(-c2c(C)csc2C(=O)OC)c1` in the list: TRHR PAM = 4; rTrxR1 inhibitor = 6%; TrxR1 substrate = -6%; TRHR agonist = -0.1; USP1 inh = 2%; IDH1 R132H inh = -2%; D2 ag = -0.4; PI4K2A inh = -2; D2 antag = -9
`O=C(COc1cccnc1[N+](=O)[O-])N1CCC(Cc2ccccc2)CC1` in the list: TRHR PAM = ·; rTrxR1 inhibitor = 7%; TrxR1 substrate = -1%; TRHR agonist = ·; USP1 inh = ?; IDH1 R132H inh = -1%; D2 ag = ·; PI4K2A inh = -7; D2 antag = ·

Compounds as they come, and some 3.9% of all compounds hit somewhere here.
